APP 5UTR inh: APP translation inhibition; SH-SY5Y APP 5'UTR-luciferase reporter, luminescence; inhibition, % at 2 µM; 190,000 compounds, 0.82% hits; AID 1285;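 active = inhibition above a set limit, derived from the sample mean plus 3 SD, cut at about 45% in these data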; also: values of inactives mirror those of a sister screen read the other way
NF-kB neuron act: raises NF-kB expression in human neuronal cells. AID 1239. NF-kB reporter expression; active compounds read high. fold change at 12.5 µM. 190,000 compounds, 1.6% hits; in the data active = fold change above about 3.3
Redox H2O2 prof: compounds producing H2O2 with reducing agent – biochemical, NIH compound library profiling, artefact control for MLSCN library redox annotation, primary screen; DTT-dependent redox cycling H2O2, phenol red/HRP absorbance; 100% = 100 µM peroxide control, 0% = buffer; activation, % at 10 µM; 200,000 compounds, 0.03% hits;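 active = activation of at least 50% relative to the plate's high and low controls in the primary single-dose screen; inactive = activation below 50%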;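 also: compound incubated with DTT at 0.8 mM final as the reducing agent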
STAT1 act: increases IFN-gamma driven STAT1 reporter signal. activation (% of control), % at 5.5 µM. NIH 3T3 STAT1-luciferase reporter, luminescence; 100% = IFN-gamma alone, no compound. 200,000 compounds, 2.6% hits;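 active = activation above the screen-wide mean activation plus 3 SD, cut at about 130% in these data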;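 also: raw ratio to IFN-gamma control signal so 100% means no change and 0% no light; values of inactives mirror those of a sister screen read the other way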
Hsp70 activator: transcriptional activators of Hsp70. HeLa Hsp70 promoter luciferase reporter, luminescence; scaled: vehicle 0, proteasome-inhibitor control 100%. AID 1203. activation, % at 10 µM. 200,000 compounds, 0.04% hits;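 active = activation above the mean across all tested compounds plus 3 SD, cutoff set per campaign, cut at about 5.5% in these data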;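 also: 100% = MG132 at 30 µM as the positive control and 0% = DMSO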
FLuc inh counter: inhibits firefly luciferase, flagging false hits in luciferase inhibition screens | P08659 | inhibition, % at 10 µM | 200,000 compounds, 1.5% hits | ATPLite firefly luciferase biochemical luminescence, 10 min;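 active = inhibition above about 50% when tested at 10 µM, limit read from the data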
Target sequence (P08659 whole entry, looked up): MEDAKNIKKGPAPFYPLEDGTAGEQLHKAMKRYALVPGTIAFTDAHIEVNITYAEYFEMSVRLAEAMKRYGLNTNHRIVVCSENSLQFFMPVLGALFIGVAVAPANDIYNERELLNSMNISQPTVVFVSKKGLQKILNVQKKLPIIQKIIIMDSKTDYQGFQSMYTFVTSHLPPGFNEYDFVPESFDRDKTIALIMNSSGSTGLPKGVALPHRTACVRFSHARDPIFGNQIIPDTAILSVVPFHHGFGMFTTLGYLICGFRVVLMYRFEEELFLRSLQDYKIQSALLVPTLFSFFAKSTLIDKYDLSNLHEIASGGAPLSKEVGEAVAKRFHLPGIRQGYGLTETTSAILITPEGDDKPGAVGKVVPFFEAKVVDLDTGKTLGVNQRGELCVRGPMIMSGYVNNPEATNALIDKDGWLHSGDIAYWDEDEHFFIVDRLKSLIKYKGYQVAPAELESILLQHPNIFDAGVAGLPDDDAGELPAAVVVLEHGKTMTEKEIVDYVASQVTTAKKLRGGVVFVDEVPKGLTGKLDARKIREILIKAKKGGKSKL
APP 5'UTR act: activates APP 5'UTR luciferase reporter. activation, % at 2 µM. 190,000 compounds, 1% hits. AID 1276. SH-SY5Y APP 5'UTR luciferase reporter, luminescence; zero percent = DMSO vehicle wells;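 active = activation above a set limit, based on mean plus 3 SD of controls, cut at about 140% in these data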; also: values of inactives mirror those of a sister screen read the other way
FLuc act counter: firefly luciferase counter-screen for stimulation assays; P08659; ATPlite luciferase biochemical, luminescence, 10 min; 0 = ATP-free wells, 1 = DMSO control; activation factor at 10 µM; 200,000 tested, under 10 active; AID 1027;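 active = luciferase activation factor, scaled between plate controls, of at least 2 with compound at 10 µM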
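test system = cell-free luciferase reagent | medium = PBS as buffer for the ATP substrate | dosing = test compounds dosed from 2 mM stocks in 100% DMSO | incubation = 10 min at ambient temperature | detection = luminescence measurement of luciferase light output | benchmarks = low control with PBS replacing ATP, high control enzyme plus ATP without compound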
HMGR II inh: E. faecalis class II HMG-CoA reductase inhibition. purified E. faecalis HMGR, NADPH absorbance 340 nm kinetic. inhibition, % at 10 µM. 190,000 compounds, 0.41% hits. AID 1066;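 active = inhibition above a set limit, the median over all tested compounds plus 3 SD, cut at about 9.5% in these data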;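 also: enzyme runs in reverse so mevalonate oxidation gives rising NADPH absorbance; 0% = complete reaction with DMSO and 100% = background rate lacking mevalonate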
G6PDH counter: counter-screen for G6PDH assay hits: L. mesenteroides G6PDH inhibition | Purified L. mesenteroides G6PDH, diaphorase/resazurin coupled fluorescence, 45 min | inhibition, % at 5 µM | 200,000 compounds, 0.12% hits | AID 1020; in the data active = inhibition above about 50%
Starred values were filed as active, the others as inactive; nt = no result given. Random draw from the library. Share with any hit: about 5.3%.

# | SMILES | APP 5UTR inh | NF-kB neuron act | Redox H2O2 prof | STAT1 act | Hsp70 activator | FLuc inh counter | APP 5'UTR act | FLuc act counter | HMGR II inh | G6PDH counter
1 | CCCC(=O)N(c1ccc2oc(=O)sc2c1)S(=O)(=O)c1cccs1 | 5 | 1.5 | 0.3 | 104 | -0.1 | -7 | -5 | 1.1 | -3 | 2
2 | Cc1ccc(C2=NC3(CCCCC3)NC2=S)cc1 | -28 | 1.2 | -0.1 | 109 | -0.3 | 6 | 28 | 0.9 | -2 | -8
3 | CCN1CCN(Cc2cccc(Oc3ccccc3)c2)CC1 | nt | 1.1 | 1.3 | 112 | -0.2 | 2 | nt | 1 | 1 | 2
4 | Cc1ccc(S(=O)(=O)Nc2ccc3c(c2)n(C)c(=O)n3C)c(C)c1 | 0 | 0.92 | 0.6 | 72 | 0.1 | -4 | 0 | 1 | 2 | 18
5 | O=C(Nn1cnnc1)c1ccncc1 | -10 | 1.1 | -0.1 | 94 | 0.0 | -2 | 10 | 1 | -5 | 1
6 | CC(C)(C)NCC1(CO)SC(N)=NC1=O (stereo unspecified) | -10 | 1.5 | 0.8 | 98 | -0.5 | -8 | 10 | 1.1 | -7 | 2
7 | Cc1sc(NC(=O)Cc2ccc3c(c2)OCO3)nc1-c1ccc2c(c1)CCN2C(=O)c1cccc(F)c1 | 12 | 0.65 | -0.3 | 101 | -0.1 | -1 | -12 | 1 | -7 | -12
8 | Cc1ccnc2nc(C(=O)Nc3ccc4c(c3)OCO4)nn12 | -40 | 4* | 0.1 | 107 | -0.2 | 51* | 40 | 0.5 | -7 | 4
9 | COc1ccc(C(=O)N(C(C)C)C(C)C)c(OC)c1 | -5 | 1 | 0.2 | 103 | -0.1 | -1 | 5 | 1 | 2 | 5
10 | CC1CCc2c(sc3nn[nH]c(=O)c23)C1 (stereo unspecified) | 10 | 1.2 | 0.2 | 98 | -0.2 | 4 | -10 | 1 | 1 | 14
11 | O=C(CSc1nc2ccccc2o1)NCc1ccc2c(c1)OCO2 | -13 | 1.5 | -0.3 | 100 | 0.0 | -1 | 13 | 1 | -5 | -3
12 | Cc1ccc(CC2C(=O)N(c3nc(C)cc(C)n3)C(=O)C2C)cc1 (stereo unspecified) | 2 | 1.2 | -0.5 | 102 | -0.1 | -1 | -2 | 1 | -1 | 12

Three entries from above, arranged by their value in NF-kB neuron act, falling.
entry	Compound	APP 5UTR inh	NF-kB neuron act	Redox H2O2 prof	STAT1 act	Hsp70 activator	APP 5'UTR act	HMGR II inh
11	O=C(CSc1nc2ccccc2o1)NCc1ccc2c(c1)OCO2	-13	1.5	-0.3	100	0.0	13	-5
10	CC1CCc2c(sc3nn[nH]c(=O)c23)C1 (stereo unspecified)	10	1.2	0.2	98	-0.2	-10	1
9	COc1ccc(C(=O)N(C(C)C)C(C)C)c(OC)c1	-5	1	0.2	103	-0.1	5	2

Later entries:
# | SMILES | APP 5UTR inh | NF-kB neuron act | Redox H2O2 prof | STAT1 act | Hsp70 activator | FLuc inh counter | APP 5'UTR act | FLuc act counter | HMGR II inh | G6PDH counter
13 | COc1ccc(NC(=O)C2CCN(S(=O)(=O)c3ccc(C)cc3)CC2)cc1OC | 3 | 1.1 | 1.7 | 102 | -0.4 | -4 | -3 | 1 | -11 | 9
14 | O=C(O)c1cc(-c2ccc(N3CCOCC3)cc2)nn1-c1ccc(F)cc1F | 1 | 1 | 0.1 | 95 | -0.5 | -8 | -1 | 1.1 | -12 | -17
15 | CSc1nc2ccc(Nc3nc(N4CCOCC4)nc(N4CCOCC4)n3)cc2s1 | 13 | 0.99 | -1.4 | 105 | -0.3 | -8 | -13 | 1.1 | 1 | -68
16 | Cn1c(SCC(=O)C(C)(C)C)nnc1-c1ccccn1 | -2 | 1.4 | 0.2 | 100 | -0.1 | -5 | 2 | 1 | 0 | 11
17 | Cc1cccc(Nc2nc(NCc3ccco3)nc(N3CCOCC3)n2)c1 | 22 | 0.41 | 2.7 | 104 | -0.5 | -5 | -22 | 1 | -3 | 1
18 | CCSc1nnc(NC(=O)c2ccc3c(c2)OCO3)s1 | -53 | 3.4* | 7.2 | 118 | -0.3 | 12 | 53 | 0.9 | -4 | -18
19 | CCOC(=O)N1CCN(Cc2nc(N)nc(Nc3ccc(Cl)cc3)n2)CC1 | 3 | 1.1 | -0.8 | 116 | -0.2 | -5 | -3 | 1.1 | -7 | 10
20 | CCN(CC)S(=O)(=O)c1ccc(C(=O)NCCc2cc3c(OC)ccc(OC)c3[nH]c2=O)cc1 | -10 | 0.41 | 1.0 | 102 | 0.0 | -2 | 10 | 1 | -3 | 14
21 | Cc1ccc(N(C(=O)c2csnn2)C(C(=O)NC(C)(C)C)c2ccccn2)cc1 (stereo unspecified) | 27 | 0.94 | -0.1 | 100 | -0.3 | -4 | -27 | 1 | -6 | 11
22 | COCCNC(=S)NN=C1CCC(c2ccccc2)CC1 (stereo unspecified) | -10 | 1 | -0.8 | 100 | -0.1 | -5 | 10 | 1 | -5 | 0
23 | O=C(O)c1ccc(C(=O)c2ccc3c(c2)C(=O)N(Cc2ccco2)C3=O)cc1 | -5 | 0.97 | 2.2 | 95 | -0.2 | -6 | 5 | 1.1 | 1 | 1
24 | COc1ccccc1OCCCCNCCO | 3 | 0.75 | 0.0 | 98 | -0.3 | -6 | -3 | 1.1 | 5 | 1
25 | C=CCn1c(SC(CCO)C(=O)NCc2ccco2)nc2sc3c(c2c1=O)CCC3 (stereo unspecified) | 12 | 0.84 | -0.1 | 98 | -0.1 | -7 | -12 | 1.1 | 3 | 6
26 | COc1ccc(C(O)Cn2c(=N)n(CCCN(C)C)c3ccccc32)cc1 (stereo unspecified) | 23 | 0.77 | -1.1 | 97 | 0.4 | -18 | -23 | 1.2 | 1 | 4
27 | Cc1c(C(=O)NCc2ccc3c(c2)OCO3)sc2nc(-c3ccc(F)cc3)cn12 | 2 | 1.1 | 0.2 | 109 | -0.3 | -6 | -2 | 1.1 | -4 | -69
28 | CCC(C)N(CCNC(=O)CC1Oc2ccccc2NC1=O)C1CCCCC1 (stereo unspecified) | 4 | 1.1 | -1.6 | 95 | -0.1 | -3 | -4 | 1 | -5 | 14
29 | CCC(=O)N1N=C(c2c(-c3ccccc3)c3cc(Cl)ccc3[nH]c2=O)CC1c1ccco1 (stereo unspecified) | -8 | 0.76 | 0.2 | 94 | -0.2 | -4 | 8 | 1 | 2 | -15
30 | Cc1ccc(SCc2ccc(C(=O)Nc3cccc([N+](=O)[O-])c3C)cc2)cc1 | -8 | 1 | -3.6 | 86 | -0.3 | -6 | 8 | 1.1 | -12 | 7
31 | CSc1ccc(-c2nnn(CC(=O)NCc3ccccc3)n2)cc1 | 3 | 1.5 | 1.5 | 108 | 0.1 | 5 | -3 | 0.9 | 2 | 7
32 | CCOC(=O)c1ccc(Cl)c(NC(=O)c2cccnc2)c1 | -18 | 0.95 | -0.8 | 97 | 0.0 | -2 | 18 | 1 | 8 | 15
33 | O=C1CC(c2cccs2)c2ccc3ccccc3c2N1 (stereo unspecified) | -24 | 1.2 | -0.1 | 108 | -0.1 | -6 | 24 | 1.1 | -3 | -1
34 | Cn1cccc1Cc1nnc(SCC(=O)N2CCc3ccccc32)n1-c1ccc(F)cc1 | 30 | 0.78 | -2.0 | 101 | 0.1 | -8 | -30 | 1.1 | 0 | -35
35 | CC1CCN(c2ccc(C(=O)O)cc2)CC1 | -5 | 1.2 | -0.3 | 96 | -0.6 | -4 | 5 | 1 | 1 | -2
36 | Cc1cc(C)cc(N2CCCn3c2nc2c3c(=O)n(CC(=O)OCc3ccccc3)c(=O)n2C)c1 | 1 | 0.52 | -0.2 | 97 | -0.2 | -4 | -1 | 1 | -7 | 4
37 | O=C(O)c1ccoc1CN1CCCCC1 | -3 | 0.99 | 2.5 | 109 | -0.1 | -7 | 3 | 1.1 | -5 | 1
38 | COc1ccc(C2(c3ccc(O)cc3O)CC(c3ccccc3Cl)NC(=S)N2)cc1 (stereo unspecified) | -19 | 0.77 | 0.8 | 108 | -0.1 | -4 | 19 | 1 | -6 | 2
39 | Cc1ccc(C(=O)COC(=O)CNC(=O)c2ccc(N3C(=O)c4ccccc4C3=O)cc2)cc1C | -11 | 1.1 | 0.2 | 102 | 0.0 | -6 | 11 | 1.1 | -2 | -16
40 | COc1cc(-c2nnc(SCC(=O)Nc3cc(C)on3)n2C)cc(OC)c1O | 3 | 1 | 3.1 | 107 | 0.2 | -3 | -3 | 1 | -5 | 3
41 | COc1ccc(-c2nnc(SCC(=O)Nc3ccc(C)cc3)n2C)cc1 | -12 | 0.94 | 1.9 | 93 | 0.0 | -7 | 12 | 1.1 | 6 | 0
42 | COCCCN1C(=O)C(=O)/C(=C(/O)c2ccc(OC(C)C)cc2)C1c1cccnc1 (stereo unspecified) | 1 | 0.84 | 0.0 | 101 | -0.2 | -3 | -1 | 1 | -2 | 1
43 | CC(NS(=O)(=O)c1ccc(Br)cc1)C(=O)NCc1ccc2c(c1)OCO2 (stereo unspecified) | 6 | 1 | 0.4 | 97 | -0.1 | -2 | -6 | 1 | 3 | 5
44 | Cn1nc(-c2ccccc2)c(C(=O)Nc2ccc(C(F)(F)F)cc2)c1Cl | 7 | 1 | 2.5 | 106 | -0.3 | -5 | -7 | 1 | 4 | -5
45 | COc1ccc(C(CNC(=O)COc2ccccc2OC)N(C)C)cc1OC (stereo unspecified) | 2 | 0.94 | 3.3 | 100 | -0.3 | -8 | -2 | 1.1 | -5 | 2
46 | CC(Cl)C(=O)c1c(N)n(C)c(=O)n(C)c1=O (stereo unspecified) | 0 | 0.92 | 0.3 | 100 | -0.3 | -7 | 0 | 1.1 | 3 | -7
47 | Cc1c(C(C)C)c(=O)n(-c2ccc(S(=O)(=O)N3CCOCC3)cc2)n1C | 12 | 1.1 | -0.1 | 96 | -0.4 | 1 | -12 | 1 | -5 | 20
48 | COc1ccccc1CNCc1cc(OC)c(OC)cc1OC | -1 | 1 | -2.6 | 99 | -0.3 | -1 | 1 | 1 | -6 | 3
49 | COC(=O)c1cn(NC(=O)c2ccc([N+](=O)[O-])c(C)c2)c(=O)c2ccccc12 | 18 | 1.1 | 0.4 | 100 | 0.0 | -3 | -18 | 1 | -3 | -3
50 | COc1ccc(-c2nc(CN3CCN(c4ccccc4OC)CC3)c(C)o2)cc1 | -24 | 0.88 | 0.7 | 96 | -0.4 | -4 | 24 | 1 | -4 | 10
51 | Cn1cnnc1SCC(=O)Nc1ccc(S(=O)(=O)N2CCCC2)cc1 | 2 | 1.3 | 0.9 | 105 | 0.0 | -5 | -2 | 1 | -5 | 4
52 | O=C(N/N=C/C=C/c1ccccc1)C1CC1(c1ccccc1)c1ccccc1 (stereo unspecified) | 9 | 1.2 | 0.5 | 103 | -0.1 | -2 | -9 | 1 | -1 | -3
53 | CC(=O)c1c(C)[nH]c(C(=O)NCCc2ccc(Cl)cc2)c1C | -3 | 1.2 | -1.9 | 107 | -0.1 | -8 | 3 | 1.1 | 3 | -4
54 | CCNC(=S)N(CCc1ccc(OC)c(OC)c1)Cc1cc2cc(OC)ccc2[nH]c1=O | 20 | 0.73 | 0.3 | 106 | -0.3 | -2 | -20 | 1 | 0 | 7
55 | N#C/C(=C/c1ccc(N2CCOCC2)c([N+](=O)[O-])c1)C(N)=O | 12 | 1.1 | -1.2 | 114 | -0.2 | -8 | -12 | 1.1 | -5 | 11
56 | O=C(NCCCO)c1nc2ccccc2s1 | 5 | 1 | 0.4 | 108 | -0.2 | -4 | -5 | 1 | 2 | -6

Screens (PubChem BioAssay)
